Assay outcomes: PubChem, National Center for Advancing Translational Sciences (NCATS)
Tau ThT inhib: tau fibrillization inhibition (ThT binding); P10636; recombinant tau K18 P301L, heparin-induced fibrillization, ThT fluorescence; Potency, µM (titrated, usually from 57.4 µM), for the others: top-dose activity, negative = inhibition, most hits filed as inhibitors; hit rate 2.1% among 270,000; also: % is scaled to controls: 0 for no effect and ±100 for the full control effect; nearly all actives have a fitted effect of over 55% in size
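K18 P301L tau (15 uM + 0.24 uM Alexa 594-tagged), heparin 20 uM, NaOAc pH 7, 6 h 37 C; ThT 30 uM, 1 h RT, ex 450/em 510 nm.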
Tau fibril FP: tau fibrillization inhibition (FP); K18 P301L tau heparin fibrillization, Alexa594 FP, 6 h; Potency, µM (series often up to 57.7 µM), for inactives: at the highest dose activity, negative = inhibition, most hits filed as inhibitors; hit rate 0.39% among 280,000; AID 1468; also: % is scaled to controls: 0 for no effect and ±100 for the full control effect; nearly all actives have a fitted effect of over 55% in size
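Compound effects on tau fibrillization are measured by Alexa 594 fluorescence polarization (ex 555, em 632 nm). K18 P301L tau is used at 15 uM with 0.24 uM labeled tracer, and 20 uM heparin induces aggregation over 6 hr at 37 C.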
TRb-SRC2 inh: inhibitors of human thyroid hormone receptor beta-SRC2 interaction. Potency, µM (titrated, usually from 106 µM), for inactives: top-dose activity change, negative = inhibition, actives largely listed as inhibitors. P10828. TRbeta-SRC2 peptide binding, fluorescence polarization; receptor liganded with 1 µM T3. hit rate 0.065% among 280,000;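 also: plate controls were bound peptide for no effect and peptide without receptor for full effect; nearly all actives have a fitted effect of over 50% in size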
Target sequence (P10828 whole entry, looked up): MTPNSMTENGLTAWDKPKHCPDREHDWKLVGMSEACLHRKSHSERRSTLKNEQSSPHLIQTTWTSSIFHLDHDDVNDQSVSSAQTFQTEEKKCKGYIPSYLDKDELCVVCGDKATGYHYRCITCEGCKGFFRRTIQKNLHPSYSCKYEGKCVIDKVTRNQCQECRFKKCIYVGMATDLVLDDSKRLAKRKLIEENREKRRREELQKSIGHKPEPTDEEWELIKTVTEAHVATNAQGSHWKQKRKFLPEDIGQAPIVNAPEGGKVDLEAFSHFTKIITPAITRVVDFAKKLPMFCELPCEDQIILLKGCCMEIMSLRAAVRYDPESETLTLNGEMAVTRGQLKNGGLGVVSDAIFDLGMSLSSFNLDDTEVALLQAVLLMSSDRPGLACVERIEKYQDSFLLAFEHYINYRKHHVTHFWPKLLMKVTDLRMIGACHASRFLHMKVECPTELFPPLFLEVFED
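Decrease in fluorescence polarization of 20 nM Texas Red SRC2 coactivator peptide flagged inhibition of its binding to 0.6 uM TRb LBD; 1 uM T3 included, incubation 5 hr, ex 555/em 632 nm.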
RECQ1 inh: blocks DNA unwinding by human RECQ1; RECQ1 DNA unwinding, red fluorescence kinetic read; Potency, µM (highest dose often 57.3 µM), without a hit: top-dose activity, negative = inhibition, actives largely listed as inhibitors; hit rate 0.54% among 240,000; AID 2549;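 also: plate controls were vehicle for no effect and no enzyme for full effect; nearly all actives have a fitted effect of over 30% in size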
Target sequence (P46063 whole entry, looked up): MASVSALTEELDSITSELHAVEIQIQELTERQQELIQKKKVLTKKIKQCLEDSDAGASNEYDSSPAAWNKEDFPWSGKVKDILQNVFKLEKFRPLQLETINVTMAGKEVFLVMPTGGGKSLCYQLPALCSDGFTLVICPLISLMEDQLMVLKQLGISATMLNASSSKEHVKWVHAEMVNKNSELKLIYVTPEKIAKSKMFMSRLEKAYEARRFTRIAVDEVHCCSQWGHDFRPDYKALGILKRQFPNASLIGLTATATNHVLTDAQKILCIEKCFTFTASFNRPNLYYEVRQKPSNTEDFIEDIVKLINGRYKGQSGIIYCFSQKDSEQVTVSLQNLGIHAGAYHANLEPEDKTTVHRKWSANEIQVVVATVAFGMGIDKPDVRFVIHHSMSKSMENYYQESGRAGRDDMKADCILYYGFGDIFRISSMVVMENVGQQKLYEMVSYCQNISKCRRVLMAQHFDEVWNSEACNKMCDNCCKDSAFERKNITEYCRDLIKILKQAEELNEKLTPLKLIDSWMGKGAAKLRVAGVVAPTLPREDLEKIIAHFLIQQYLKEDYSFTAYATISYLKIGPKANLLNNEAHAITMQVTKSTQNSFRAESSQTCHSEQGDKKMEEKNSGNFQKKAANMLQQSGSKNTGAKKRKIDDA
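RECQ1T1 50 nM; forked duplex (20 bp + 30-nt ss tails) 200 nM, ATP 2 mM final; pH 8.0, 2 mM MgCl2, 2.5 ug/ml poly(dI-dC); 15 min compound preincubation; discontinuous kinetic read over 2 h at RT.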
Tau fluor cs: counter-screen for tau fibril formation inhibitors | Potency, µM (top dose mostly 57.7 µM), for the others: at the highest dose activity change, negative = decrease | AID 1463 | tau K18 P301L Alexa594 fluorescence, heparin fibrillization | hit rate 0.93% among 280,000; also: % is scaled to controls: 0 for no effect and ±100 for the full control effect; nearly all actives have a fitted effect of over 55% in size
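Human tau K18 P301L (15 uM unlabeled, 0.24 uM Alexa 594-labeled) in 100 mM sodium acetate pH 7 with 20 uM heparin, 6 hr at 37 C. ThT 30 uM added, 1 hr ambient; Alexa 594 FP and total fluorescence read at 555/632 nm.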
L3MBTL1 block: L3MBTL1 (human) inhibition. AlphaScreen L3MBTL1–H3K9me1 peptide binding. AID 485360. Q9Y468. hit rate 0.66% among 230,000. Potency, µM (doses to about 57.1 µM), for inactives: at the top dose activity, negative = inhibition, hits mostly inhibitors; also: % is scaled to controls: 0 for no effect and ±100 for the full control effect; nearly all actives have a fitted effect of over 60% in size
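L3MBTL1 (50 nM) pre-complexed 30 min with biotinylated H3(1-15)K9me1 peptide (75 nM), then compounds added for 30 min at room temperature; AlphaScreen streptavidin donor/nickel chelate acceptor beads (10 ug/mL final) read after 30 min dark incubation.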
HTT cytoprotect: protects HTT-Q103 PC12 cells, measured by ATP | PC12 HTT-Q103 induced, cytoprotection, ATP luminescence, 40 h | Potency, µM (titrated, usually from 56.4 µM), for inactives: cytoprotection (ATP increase), usual class: activators | hit rate 0.14% among 230,000 | AID 1471;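 also: % of control where 0% means no effect; nearly all actives have a fitted effect of over 45% in size; toxic huntingtin expression switched on by the ecdysone agonist tebufenozide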
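ATP quantification (ATPlite) reports survival of PC12 cells in which tebufenozide, 100 nM final, switches on Htt exon 1 with 103 glutamines linked to GFP; compounds are titrated.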
TR SRC2 fluor cs: alters Texas Red total fluorescence, flagging assay interference | hit rate 0.29% among 280,000 | TRb/SRC2 Texas Red total fluorescence interference | Potency, µM (doses to about 106 µM), for inactives: at the top dose fluorescence change, negative = quenching; active = well fitted curve in either direction with a large enough effect; inconclusive = small, poorly fitted or top-dose-only effect; also: % is scaled to controls: 0 for no effect and ±100 for the full control effect
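Flags fluorescent or light-absorbing compounds by total fluorescence, S + 2P, at 555 nm excitation and 632 nm emission. Mixture: 20 nM Texas Red SRC2 peptide, 0.6 uM human TRb LBD, 1 uM T3, 5% DMSO; compound exposure 5 h at ambient temperature.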
* hit, by the source's call; i = inactive; ? = inconclusive; . = no result given; [ ] = remark or other dose. Unless noted, calls follow the shape of the dose curve; as a rule, active = well fitted curve in the direction sought with a large enough effect; inconclusive = small, poorly fitted or top-dose-only effect, or another doubt; inactive = no such curve, though single readings can be large; an effect the other way counts as inactive or inconclusive. Potency is read from the fitted curve at half-maximal effect. An excerpt; rates above refer to the full screens.

smiles | Tau ThT inhib | Tau fibril FP | TRb-SRC2 inh | RECQ1 inh | Tau fluor cs | L3MBTL1 block | HTT cytoprotect | TR SRC2 fluor cs
COC(=O)c1ccc(C(=O)OC)c(NC(=O)CN(C)Cc2ccc(Cl)c(Cl)c2)c1 | -14.7% | 0.0% | -7.8% | -4.2% | -7.9% | 9.8% | -7.9%[10 µM] | -3.9%
Cc1cccc(N(CC(=O)NC2CCCCC2)C(=O)c2c(C)noc2C)c1 | -1.1% | 6.1% | 0.6% | -6.0% | -4.9% | . | 1.3% | 0.7%
CCC(=O)Nc1ccc(NC(=O)c2cccc(OC)c2)nc1 | -0.3% | -14.1% | -13.6% | -8.4% | 3.0% | -0.1% | 0.4%[10 µM] | -5.3%
COc1cc(OC)cc(C(=O)NCCC(=O)NCCc2ccc(OC)c(OC)c2)c1 | -0.8% | 9.7% | -2.3% | -8.3% | 0.5% | 5.7% | -1.2%[10 µM] | 0.3%
Cn1cccc1CNCc1ccccc1Cl | ? | -10.1% | 0.9% | 4.0% | -15.9% | -4.3% | -6.0% | 4.1%
CCN(c1ccccc1)C(CNS(=O)(=O)c1ccccc1)c1ccccc1 (configuration not stated) | -11.0% | 10.7% | 10.8% | . | ? | . | . | -3.1%
CCn1cc(C(=O)NCCCN(C)c2ccccc2)c(=O)c2cc(S(=O)(=O)N(C)C)ccc21 | ? | 10.1% | -8.6% | -13.5% | -24.1% | -13.6% | -3.5% | -2.2%
COc1ccccc1NC(=O)CN1CCN(CC(=O)Nc2ccc(Cl)c(C(F)(F)F)c2)CC1 | -5.8% | -7.1% | -4.9% | -6.2% | -24.0% | -3.0% | -60.0%[inhibitor] | -2.7%
CC1=C(/C=C/C(C)=C/C=C/C(C)=C/C=O)C(C)(C)CCC1 | . | . | -9.8% | -9.3% | . | . | -80.7%[inhibitor] | -0.3%
CCCS(=O)(=O)N1CCCC(C(=O)NCC(OC)OC)C1 (configuration not stated) | -4.5% | -4.6% | 4.2% | 2.4% | -4.7% | . | -37.4%[inhibitor] | -3.3%
O=C1NC(Nc2nc3ccccc3s2)(C(F)(F)F)C(=O)N1C1CCCCC1 (configuration not stated) | -8.2% | ? | 0.1% | -9.2% | ? | . | -5.0%[10 µM] | -4.3%
COc1ccccc1Nc1ccc(N)cc1 | 15.8µM* | ? | 10.0% | -0.6% | ? | ? | -13.8%[10 µM] | 1.2%
Cc1cc(C(=O)N/N=C/c2ccc3c(c2)OCO3)c(C)o1 | ? | -5.0% | 0.2% | -8.1% | -13.8% | -10.0% | -15.3%[10 µM] | -0.4%
Nc1c(C(=O)NCc2ccco2)c2nc3ccccc3nc2n1CCc1ccccc1F | ? | -14.7% | -10.4% | 4.8% | ? | . | -37.5% | -2.4%
CN(Cc1nc2ccccc2c(=O)[nH]1)Cc1cc(=O)oc2ccc3ccccc3c12 | -20.1% | -1.2% | -13.6% | i | -9.1% | . | -13.0% | -1.1%
CCC(C)NS(=O)(=O)c1ccc(NC(=O)Cc2ccc(OC)cc2)cc1 (configuration not stated) | 4.7% | -8.6% | 3.9% | 20.4% | -8.8% | -2.4% | 4.0%[10 µM] | -2.3%
CC(=O)Oc1c(C(=O)c2nnc(C)o2)c(=O)n(Cc2ccccc2)c2ccccc12 | ? | -12.9% | 0.6% | -3.0% | 0.4% | 4.7% | -15.5%[10 µM] | -1.0%
CCOc1ccccc1N1CC(C(=O)Nc2ccccc2N2CCOCC2)CC1=O (configuration not stated) | -6.2% | 1.8% | 1.1% | -23.0% | -3.7% | -15.1% | -1.8% | 5.6%
O=C(Nc1ccc(Cl)cn1)c1ccc(COCC(F)(F)C(F)F)o1 | -17.5% | 2.8% | -4.9% | -0.8% | -14.4% | 5.1% | -20.4%[10 µM] | 0.3%
CCN1CCC2(CC1)N=C(c1ccc(F)cc1)C(=S)N2C(=O)c1ccc(C(C)(C)C)cc1 | ? | -9.0% | -4.4% | 6.4% | -19.0% | -11.8% | -19.4%[10 µM] | -0.6%

smiles | Tau ThT inhib | Tau fibril FP | TRb-SRC2 inh | RECQ1 inh | Tau fluor cs | L3MBTL1 block | HTT cytoprotect | TR SRC2 fluor cs
CCOC(=O)C1=C(C)N(C)C(C)=C(C(=O)OCC)C1c1cccnc1 | 4.0% | 3.7% | -22.1% | -1.2% | 0.6% | -16.0% | -10.9%[10 µM] | 0.4%
CCn1c(O)c(N=NC(=O)Cc2csc(N3CCOCC3)n2)c2ccccc21 | -15.0% | -5.2% | -3.2% | -6.7% | -10.4% | -11.5% | -32.4%[inhibitor] | 1.9%
Cc1ccc(C)c(CN2C(=O)c3ccccc3Sc3ccc(C(=O)NCc4ccc5c(c4)OCO5)cc32)c1 | 1.5% | -15.3% | -3.3% | . | -5.6% | . | . | -4.9%
CCOC(=O)C1=C(C)NC(C)=C(C(=O)OCC)C1c1ccco1 | -7.8% | -4.0% | -4.8% | -9.6% | -18.3% | 6.2% | -30.7%[10 µM] | -2.2%
COCCCN1CC23C=CC(O2)C(C(=O)O)C3C1=O (configuration not stated) | -4.7% | -4.1% | 0.7% | -14.7% | -8.2% | -3.8% | -15.0% | -5.1%
C=C1c2ccccc2O[C@H](C(=O)OCC)[C@@H]1CCC(C)C (tested in a mixture with another compound) | ? | 4.9%[81.3 µM] | -1.3% | -3.8%[81.1 µM] | -22.3%[81.3 µM] | . | 9.2% | -3.5%
CN(C)S(=O)(=O)c1cccc(C(=O)NC(=S)N(CCC#N)Cc2cccnc2)c1 | -12.7% | -4.0% | -4.3% | -18.3% | -11.8% | . | -0.3% | -0.2%
Cc1ccc(C2CC(=O)C(C=NCCN3CCN(C(=S)Nc4ccccc4)CC3)=C(O)C2)cc1 (configuration not stated) | ? | 2.4% | 1.7% | 8.4% | -19.4% | -26.9% | -19.8% | -2.8%
CC(=O)COc1ccc2c3c(c(=O)oc2c1C)CCCCC3 | -16.2% | -3.9% | -1.7% | -2.1% | -7.0% | . | -37.9% | -6.1%
CC(C)C(NC(=O)c1ccc(C(C)(C)C)cc1)C(=O)NCC(c1ccccc1)N(C)C (configuration not stated) | -2.1% | 0.7% | -5.8% | -7.2% | -3.9% | 46.0%[activator] | -23.2%[10 µM] | -5.0%
COc1ccc2[nH]c(C)cc(=O)c2c1 | 4.7% | 10.7% | -4.7% | 4.2% | -0.9% | -7.9% | 1.6%[10 µM] | -2.6%
CCN(CC)S(=O)(=O)c1ccc(Cl)c(OC)c1 | 0.9% | ? | -22.2% | -16.4% | -10.5% | . | 10.2% | -1.2%
CCOCc1nc(C)c(Cl)c(NS(=O)(=O)c2ccc(N)cc2)n1 | -1.9% | 4.9% | -4.0% | i | 2.5% | 13.9% | -6.7% | 0.2%
CNC(=O)CSCCn1c(SCC(=O)NC)nc2ccccc2c1=O | -2.1% | -3.5% | -9.3% | ? | -2.0% | 2.6% | ? | 1.6%
CC(C)(C)SCCNC(=O)c1ccc(Cl)c([N+](=O)[O-])c1 | 9.2% | -0.6% | -2.3%[53 µM] | 1.7% | -1.5% | -8.1% | -8.2%[10 µM] | -0.5%[53 µM]
S=C(Nc1ccc2c(c1)OCO2)Nc1ccccc1Cl | -10.7% | -9.3% | 1.2% | -0.8% | -10.8% | -8.1% | 13.2%[10 µM] | -1.2%
Cc1ccccc1NC(=O)C1CCN(C(=O)c2cnn(-c3ccccc3)c2-n2cccc2)CC1 | -7.8% | -4.3% | 8.7% | . | -9.3% | . | . | 0.2%
CCCn1cc(S(=O)(=O)c2ccccc2)c(=O)c2cc(F)c(N3CCCC3)cc21 | 0.2% | 2.6% | -1.2% | . | 12.5% | . | . | -6.7%
CC(C)CCOc1ccc(C2CC(=O)N(C)C2=O)cc1 (configuration not stated) | -12.7% | -6.8% | -2.5% | -5.0% | -15.3% | 3.0% | 8.9%[10 µM] | -0.4%
N#C/C(=C\c1ccc(F)cc1)c1n[nH]c(Cn2cncn2)n1 | -4.6% | 0.8% | -6.6% | -3.8% | -4.6% | . | 4.2% | -1.6%

One compound at a time, as listed above.
Results for `CCOCc1nc(C)c(Cl)c(NS(=O)(=O)c2ccc(N)cc2)n1` → Tau ThT inhib = -1.9%; Tau fibril FP = 4.9%; TRb-SRC2 inh = -4.0%; RECQ1 inh = i; Tau fluor cs = 2.5%; L3MBTL1 block = 13.9%; HTT cytoprotect = -6.7%; TR SRC2 fluor cs = 0.2%
Results for `CCN(CC)S(=O)(=O)c1ccc(Cl)c(OC)c1` → Tau ThT inhib = 0.9%; Tau fibril FP = ?; TRb-SRC2 inh = -22.2%; RECQ1 inh = -16.4%; Tau fluor cs = -10.5%; L3MBTL1 block = .; HTT cytoprotect = 10.2%; TR SRC2 fluor cs = -1.2%

Further compounds follow:
smiles | Tau ThT inhib | Tau fibril FP | TRb-SRC2 inh | RECQ1 inh | Tau fluor cs | L3MBTL1 block | HTT cytoprotect | TR SRC2 fluor cs
Cc1cc(C)n2cc(COc3ccccc3)nc2n1 | -2.7% | 11.3% | -3.1% | -9.1% | 3.0% | 4.0% | . | -1.8%
CC(C)c1cc(NCC2CCCO2)n2c(nc3ccccc32)c1C#N (configuration not stated) | 0.4% | 5.9% | -25.5% | i | -6.7% | . | -9.3% | -1.5%
CCc1cc(C(=O)c2ccccc2OC)c(N)s1 | -7.7% | 4.6% | -15.4% | -4.8% | -20.5% | -9.5% | 5.0% | -0.9%
COc1ccc(CCNC(=O)c2cnn(-c3ccc(F)cc3)c2C2CCN(C(=O)OC(C)(C)C)CC2)c(OC)c1 | ? | -1.3% | 6.1% | . | -18.3% | . | . | 3.6%
CCCCn1c(SCN2C(=O)c3ccccc3C2=O)nc2cc(S(N)(=O)=O)ccc21 | -18.8% | 1.3% | 2.5% | i | -13.1% | 2.4% | -1.3%[10 µM] | -4.9%
Clc1ccc(/C=N/Nc2ncnc3nc[nH]c23)cc1 | . | . | -1.5% | -7.4% | . | . | 24.7%[10 µM] | -1.7%
